tim23-1 inh: tim23-1 yeast growth inhibition | S. cerevisiae tim23-1 growth, BacTiter-Glo luminescence, 24 h | inhibition, % at 20 µM | 330,000 compounds, 1.3% hits | AID 463212;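 active means growth inhibition of the mutant yeast at or above 50%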;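 further: temperature-sensitive mutant grown at 25 °C; plate controls were DMSO-treated mutant yeast for no effect and medium wells lacking yeast for full effect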
CHOP UPR activ: activators of apoptotic arm of unfolded protein response (CHOP); CHO-CHOP luciferase reporter, UPR activation, luminescence; percent of tunicamycin response over DMSO baseline; AID 449763; activation, % at 10 µM; 330,000 compounds, 0.34% hits;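 active means at 10 µM dose, activation of 40% or more, normalized to positive control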;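 further: 100% = tunicamycin at 10 µg/mL and 0% = DMSO alone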
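assay system = CHO CHOP reporter cells | amount = 500 CHO-CHOP cells per well | buffer or medium = F12 with 10% FBS | incubation = 16-18 h cell attachment, then 6 h compound exposure, 37 °C | detection = luminescence read with Steady-Glo | read-out = percent activation relative to tunicamycin control | controls = tunicamycin high control, DMSO low control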
TIM10 inh: inhibits growth of TIM10 yeast strain; S. cerevisiae TIM10 strain growth, BacTiter-Glo luminescence, 24 h; inhibition, % at 10 µM; 330,000 compounds, 1.4% hits; AID 463195;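 active means inhibition of 40% or more at the single tested concentration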;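 further: wild-type TIM10 isogenic control strain grown at permissive 25 °C; 0% = DMSO yeast wells and 100% = minimal medium wells without yeast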
APJ agonist: APJ receptor agonism; P35414; CHO-K1 APJ PathHunter beta-arrestin, luminescence; 0% DMSO wells, 100% apelin; activation, % at 20 µM; 330,000 compounds, 0.11% hits; AID 2520;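 active means activation more than six SD over the plate average, tested at 20 µM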;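 further: 0% = DMSO alone and 100% = apelin-13 at 10 nM; some results filed as inactive read as strong as hits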
Target sequence (P35414 whole entry, looked up): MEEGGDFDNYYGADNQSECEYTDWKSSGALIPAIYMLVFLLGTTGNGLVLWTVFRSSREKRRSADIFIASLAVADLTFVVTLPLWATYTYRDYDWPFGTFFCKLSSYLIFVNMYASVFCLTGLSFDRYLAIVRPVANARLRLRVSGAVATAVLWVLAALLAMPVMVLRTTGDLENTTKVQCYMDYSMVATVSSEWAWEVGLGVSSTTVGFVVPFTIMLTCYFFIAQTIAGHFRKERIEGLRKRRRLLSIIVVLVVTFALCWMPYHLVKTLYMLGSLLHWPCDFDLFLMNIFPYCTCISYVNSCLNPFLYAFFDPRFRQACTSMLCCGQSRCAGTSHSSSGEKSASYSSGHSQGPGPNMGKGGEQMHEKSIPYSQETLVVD
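Incubation: overnight seeding, 90 min compound at 25 °C, 1 h detection; test system: PathHunter CHO-K1 APJ (AGTRL-1) beta-arrestin reporter cells; amount: 1000 cells/well; doses: one dose, 20 µM compound, 1% DMSO; measured by: beta-gal luminescence; measure: agonist-driven arrestin binding to APJ; benchmarks: negative DMSO alone, positive Apelin-13 at 10 nM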
XBP1 UPR activ: adaptive UPR (XBP1) activation. CHO-XBP1 luciferase reporter, IRE1-XBP1 UPR activation, luminescence; percent of tunicamycin response, DMSO as zero. activation, % at 20 µM. 330,000 compounds, 0.33% hits. AID 463104;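 active means versus positive control, 20 µM dose yields 30% or more activation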;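 further: 100% = tunicamycin at 10 µg/mL and 0% = DMSO only wells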
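assay system = CHO-XBP1 luciferase reporter cells | amount = 1000 cells/well | buffer or medium = F12 plus 10% FBS | compound dosing = single point, 20 µM final compound, 1% DMSO | incubation = 16-18 h cell attachment at 37 °C, then 6 h compound exposure | detection = Steady-Glo luminescence read | controls = tunicamycin 10 µg/mL and vehicle-only wells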
Mdm2-MdmX inh: disrupts the human Mdm2-MdmX interaction; inhibition, % at 8 µM; O15151+Q00987; SaOS-2 split-luciferase Mdm2/MdmX complementation, luminescence; 330,000 compounds, 3% hits;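 active means inhibition of at least 50% at 8 µM in the primary screen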
CXCR6 inh: CXCR6 (human) receptor inhibition; CHO-K1 PathHunter CXCR6 beta-arrestin, luminescence; inhibition, % at 20 µM; 360,000 compounds, 0.36% hits; AID 602244; O00574; in the data active means inhibition above about 34%, passing the limit was not always enough;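 further: antagonist mode with CXCL16 agonist at 10 nM final; 0% = 10 nM CXCL16 with DMSO and 100% = unstimulated wells without agonist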
Target sequence (O00574 whole entry, looked up): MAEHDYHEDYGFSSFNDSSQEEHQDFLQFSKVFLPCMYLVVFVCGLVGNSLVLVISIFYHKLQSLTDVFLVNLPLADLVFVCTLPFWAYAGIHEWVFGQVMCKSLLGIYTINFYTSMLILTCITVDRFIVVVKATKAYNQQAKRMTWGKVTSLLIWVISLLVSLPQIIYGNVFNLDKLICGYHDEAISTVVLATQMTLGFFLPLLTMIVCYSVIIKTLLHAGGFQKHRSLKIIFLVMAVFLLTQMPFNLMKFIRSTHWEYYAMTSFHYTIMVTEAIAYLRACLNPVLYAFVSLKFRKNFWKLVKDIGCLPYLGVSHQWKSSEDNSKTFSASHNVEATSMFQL
tim10-1 inh: tim10-1 yeast growth inhibition. S. cerevisiae tim10-1 ts strain growth, BacTiter-Glo, 24 h. inhibition, % at 20 µM. 330,000 compounds, 2.2% hits;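 active means inhibition of at least 40%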;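 further: mutant grown at 25 °C; 0% = DMSO wells with yeast and 100% = wells holding no yeast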
APJ antag: blocks the human apelin receptor APJ; CHO-K1 APJ beta-arrestin complementation, luminescence; inhibition, % at 20 µM; 330,000 compounds, 0.32% hits; P35414;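 active means inhibition above about 40% at 20 µM, limit read from the data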;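 further: cells challenged with 10 nM apelin-13 agonist together with compound; plate controls were apelin-13 plus DMSO wells for no effect and DMSO wells lacking apelin-13 for full effect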
* marks the source's active call; other numbers are inactive results; . = no result given.

SMILES | tim23-1 inh | CHOP UPR activ | TIM10 inh | APJ agonist | XBP1 UPR activ | Mdm2-MdmX inh | CXCR6 inh | tim10-1 inh | APJ antag
CCOC(=O)c1cnn(-c2ccccn2)c1N | 15 | 2.4 | -5 | -1 | 5 | -20 | -5 | 15 | -1
Cc1ccc(S(=O)(=O)Nc2cc(C(=O)O)ccc2N2CCCCC2)cc1 | 1 | 0.2 | 15 | -1 | 0 | -15 | 1 | 9 | -4
Cc1ccc(Cl)cc1N1CCN(S(=O)(=O)c2ccc3c(c2)CC(=O)N3C)CC1 | 0 | 1.6 | 1 | -3 | -3 | 16 | 1 | 8 | 0
CCC(NC(=O)C1CCCC1)c1ccc(C)cc1 (stereo unspecified) | 1 | -0.6 | -3 | -3 | -1 | 7 | -8 | 8 | 9
CCOc1cc(C(=O)NCCN2C(=O)S/C(=C\c3cccnc3)C2=O)cc(OCC)c1OCC | 8 | 0.3 | 20 | 2 | -1 | -9 | 1 | 23 | 9
COC(=O)c1c(S(N)(=O)=O)c2ccccc2n1C | -1 | -2.9 | -12 | -2 | 0 | 12 | 0 | 25 | 5
CCCNCc1cc(OCC)c(OCC(=O)Nc2ccccc2)cc1Br | 9 | -2.3 | 7 | -4 | -2 | -24 | 2 | 1 | 3
O=C(N/N=C/c1cc2c(cc1Br)OCO2)c1ccccn1 | -7 | 5.7 | -25 | -1 | -3 | -41 | 1 | -21 | 6
CCC(=O)Nc1ccccc1Nc1cc(C#N)c(C#N)cc1[N+](=O)[O-] | -2 | 0.8 | 5 | 5 | -1 | -8 | -10 | 21 | -24
COc1cc(NC(=S)NCCN2CCOCC2)cc(OC)c1OC | 12 | 0.2 | 4 | -3 | 4 | 9 | 0 | 15 | -6
COC(=O)CN(C(=S)Nc1ccc(F)cc1)C1CC(=O)N(c2ccc(OC)cc2)C1=O (stereo unspecified) | 17 | -1.9 | 3 | 1 | 4 | -3 | 0 | 22 | -3
COC(=O)C1=C(C(=O)OC)[C@@H]2N(C)c3ccc(OC)cc3[C@@]23C[C@@H](C(=O)OC)N(C(=O)c2cccs2)C3=N1 | 32 | 0.5 | 9 | 0 | 5 | 25 | 1 | 18 | 8
O=C(N1CCN(CCO)CC1)N1c2ccccc2CCc2ccccc21 | 6 | 0.8 | 16 | -1 | 1 | 7 | -1 | 3 | 10
O=C(OC1CCOC1=O)c1ccc(-c2nc3ccccc3s2)s1 (stereo unspecified) | 1 | 0.4 | 33 | 6 | -2 | -9 | 10 | 22 | 10
O=C(O)CN1C(=O)/C(=C/c2ccccc2Br)Oc2ccccc21 | 11 | 2.9 | 6 | -5 | -10 | 1 | -5 | 0 | 7
COc1ccc2c(C)c(CCC(=O)NC3CC3)c(=O)oc2c1C | 11 | 3.5 | -1 | 0 | 2 | -60 | 6 | 0 | 7
O=C(CSc1nnc2c3ccccc3c3ccccc3c2n1)Nc1ccccc1 | 21 | -0.2 | -10 | 4 | 1 | -5 | . | 30 | -40
CCOc1ccc(NS(=O)(=O)c2cc(C(=O)NCCCN3CCOCC3)ccc2C)cc1 | -62 | -1.9 | -75 | -2 | -2 | 9 | 7 | -59 | -58
CCOC(=O)C1CCC(CNCc2ccc(Cl)cc2)CC1 (stereo unspecified) | 15 | -1.4 | -18 | -2 | -1 | 19 | -3 | -31 | -12
COC(=O)CCc1c(C)[nH]c(=S)[nH]c1=O | 7 | -0.2 | 3 | 2 | 0 | 18 | 1 | 11 | -1
COc1ccc(SCCN2CC[C@@H](O)CCC2=O)cc1 | 12 | 1.0 | 2 | -3 | -2 | -4 | 15 | 12 | 9
CCc1ccccc1NC(=O)c1nnn(CC(=O)Nc2ccccc2C)c1N | 9 | 1.7 | -7 | 7 | 0 | -19 | -1 | -3 | 7
O=C(CN1CCN(Cc2ccc(Cl)cc2)C1=O)NCc1cccs1 | 6 | 1.0 | 3 | -6 | 1 | 22 | -5 | 11 | -14
O=C(NCCCN1CCN(CCCNC(=O)c2ccc3c(c2)OCO3)CC1)c1ccc2c(c1)OCO2 | 6 | -0.1 | -13 | -1 | 0 | 6 | 5 | 0 | 4
Cc1ccc(C(=O)CSc2nnc(Cn3nnc4ccccc43)n2C)cc1 | 4 | -3.0 | -8 | 0 | -3 | 10 | 6 | 3 | -6
CCCCCOC(=O)CSc1nc2c(c(=O)[nH]c(=O)n2C)n1Cc1ccc(Cl)cc1 | 6 | 0.1 | -3 | -3 | -2 | -11 | 6 | 6 | 10
COc1ccc2c(c1)C(c1ccc([N+](=O)[O-])cc1)=NNC(c1ccco1)=N2 | 53* | 0.1 | 33 | -2 | 0 | 14 | 6 | 39 | 1
COc1ccc2c(c1)C(SCC(=O)NCc1ccccc1)CC(C)(C)O2 (stereo unspecified) | 32 | 1.2 | 1 | 1 | -3 | -30 | 9 | 24 | 14
Cc1cccc(-n2nnc(C(=O)NC3CCCc4ccccc43)c2N)c1 (stereo unspecified) | 24 | 1.5 | 11 | -5 | 2 | 46 | 2 | 17 | -3
COc1ccc(C(CCNCc2ccccc2)c2ccc(F)cc2)cc1 (stereo unspecified) | 19 | 0.6 | 9 | -3 | 48* | 46 | 1 | 46* | 23
CCNC(=S)N1CCN(c2ccccc2OCC)CC1 | 10 | -0.3 | 2 | -2 | 3 | -7 | -1 | 12 | -2
COCCCNC(=O)Cn1ncc2c(=O)oc3ccccc3c21 | -4 | 2.2 | 6 | -2 | 0 | 9 | 4 | 8 | 1
CCc1noc(C)c1C(=O)N(CC)c1nc2c(C)cccc2s1 | -9 | 0.6 | -8 | -1 | -2 | 12 | -4 | 0 | 23
Cc1csc(NC(=O)c2cc3c(s2)CCC3)n1 | 18 | -1.8 | -3 | -4 | -6 | -115 | 9 | -33 | -2
COc1ccc(S(=O)(=O)c2ccc(OC)cc2)cc1 | 21 | 1.5 | -3 | -2 | 1 | -29 | -2 | 15 | 2
Cc1ccc(-c2csc(N3CCC(NS(=O)(=O)c4ccc5c(c4)OCCO5)CC3)n2)cc1 | 21 | 5.7 | 16 | 5 | 1 | 29 | -15 | 38 | -4

2 compounds picked at random from those above:
SMILES | tim23-1 inh | CHOP UPR activ | TIM10 inh | APJ agonist | XBP1 UPR activ | Mdm2-MdmX inh | CXCR6 inh | tim10-1 inh | APJ antag
COC(=O)CCc1c(C)[nH]c(=S)[nH]c1=O | 7 | -0.2 | 3 | 2 | 0 | 18 | 1 | 11 | -1
COC(=O)C1=C(C(=O)OC)[C@@H]2N(C)c3ccc(OC)cc3[C@@]23C[C@@H](C(=O)OC)N(C(=O)c2cccs2)C3=N1 | 32 | 0.5 | 9 | 0 | 5 | 25 | 1 | 18 | 8

Other records:
SMILES | tim23-1 inh | CHOP UPR activ | TIM10 inh | APJ agonist | XBP1 UPR activ | Mdm2-MdmX inh | CXCR6 inh | tim10-1 inh | APJ antag
O=C(NC(Cc1c[nH]c2ccccc12)C(=O)O)c1ccccc1 (stereo unspecified) | 5 | 1.4 | -8 | -3 | 2 | -11 | 1 | 10 | 8
CC(C)(C)OC(=O)NCC1CCC(C(=O)NC[C@H](CC(=O)O)c2ccc(Cl)cc2)CC1 (stereo partly specified) | 8 | -2.0 | -19 | -1 | 4 | -13 | 3 | 15 | -17
Cc1ncoc1C(=O)N1CCCC(C(=O)c2ccc(C(F)(F)F)cc2)C1 (stereo unspecified) | 8 | 1.5 | 11 | -1 | -1 | -43 | -8 | -1 | -34
Cc1cc(N)n(-c2ccc(C(=O)O)cc2)n1 | -3 | 2.8 | 12 | -2 | 1 | -25 | -4 | -3 | 7
Cc1cc(C(=O)NNc2ccccc2F)no1 | -69 | 1.0 | 2 | -3 | -2 | 20 | -8 | -38 | 12
O=C(COc1ccc(Cl)cc1)Nc1ccc(C(=O)NCc2cccnc2)cc1 | -10 | 1.0 | 15 | 2 | 0 | -21 | -6 | 20 | 11
O=C(NCCCn1ccnc1)C(=O)NCC1OCCN1S(=O)(=O)c1ccc(F)cc1 (stereo unspecified) | 7 | -1.2 | -7 | -3 | -2 | 13 | 4 | 1 | 6
CC(=O)Nc1cccc(N/C=C(\C=O)c2nc3ccccc3o2)c1 | -14 | 6.3 | 11 | 5 | 2 | -38 | -5 | -15 | -10
O=P(O)(CP(=O)(c1ccccc1)c1ccccc1)c1ccccc1O | -13 | -0.3 | -2 | -1 | -2 | 8 | -6 | -19 | 6
COC(=O)c1cc(S(=O)(=O)n2nc(C)c(Br)c2C)c(Cl)cc1Cl | 32 | 3.4 | 22 | 9 | -2 | 34 | -16 | 17 | -8
CCn1c(SCC(=O)N2CCN(c3ccc(F)cc3)CC2)nc2ccccc2c1=O | -3 | -2.2 | -79 | 0 | -3 | 8 | 4 | 12 | 7
C=CCN1C(=O)C(O)(CC(=O)c2c(C)n[nH]c2C)c2cc(Br)ccc21 (stereo unspecified) | 11 | 0.8 | 6 | 2 | -2 | -3 | -2 | 6 | 12
Cc1cc(NCCNC2=CC(=O)CCC2)nc2ccccc12 | 12 | -3.6 | 4 | 0 | -2 | 25 | 2 | -14 | 20
O=C(Cn1c(=O)n(CCc2c[nH]c3ccccc23)c(=O)c2cccnc21)Nc1ccccc1F | 7 | 1.0 | -6 | -2 | -1 | 15 | 2 | 7 | 0
CCC(C)NC(=O)c1cc(Cl)c(NC(=O)C2=C(C)OCCS2)cc1OC (stereo unspecified) | 22 | 3.9 | 21 | -1 | 1 | 8 | 2 | 26 | 8
CCn1c(SCC(=O)c2c(N)n(C)c(=O)n(C)c2=O)nnc1-c1ccccc1 | -18 | -1.5 | -8 | -3 | 2 | -15 | . | 1 | 1
Cc1cc(Cl)ccc1NC(=S)NC1CCCC1 | 38 | -0.1 | 20 | 1 | 0 | -8 | 4 | 27 | 12
O=C(CN1C(=O)CSC1=O)Nc1ccc2c(c1)OCCO2 | 4 | -0.1 | 7 | 5 | 1 | 0 | -4 | 15 | 13
CC(=O)N/C(=C/c1ccc2c(c1)OCO2)C(=O)NCc1ccccc1 | 0 | -0.2 | -6 | 0 | -2 | 7 | 5 | 7 | -1
Brc1ccc(Cn2c(-c3cncs3)nc3ccccc32)cc1 | 19 | 2.4 | 28 | -3 | 7 | -1 | 6 | 20 | -11
Cc1ccccc1N1CCN(C2CCCN(C(=O)c3noc4c3CCCC4)C2)CC1 (stereo unspecified) | 25 | 2.0 | 12 | 0 | -3 | -2 | 3 | 24 | 5
Cc1nn(-c2ccccc2)c(C)c1/C=C/C(=O)OCC(=O)NC1CCS(=O)(=O)C1 (stereo unspecified) | 14 | -1.3 | -29 | 0 | 1 | 1 | -2 | 7 | -16
COc1ccc(NC(=O)C(c2ccc(C)cc2)N(C)C(=O)Cc2cccs2)cc1 (stereo unspecified) | -44 | -0.9 | -89 | -1 | 0 | 25 | 2 | -65 | -16
O=C(O)c1cccc(NC(=O)c2cn(-c3ccccc3)nc2-c2ccc([N+](=O)[O-])cc2)c1 | 3 | 1.2 | 1 | -1 | -2 | 27 | -2 | -3 | -7
COc1ccc(C2NC(=S)NC(C)=C2C(=O)c2ccccc2)cc1OC (stereo unspecified) | 20 | 4.0 | 0 | 0 | 2 | 4 | 4 | 26 | 6

Screening data: PubChem BioAssay, Sanford-Burnham Center for Chemical Genomics

Not all compounds are listed, so the mix of outcomes need not match the whole.
